# L3MBTL1 block = inhibitors of human L3MBTL1. 230,000 tested, 0.66% active. Potency, µM (series often up to 57.1 µM), inactives show at the top dose activity, negative = inhibition, hits mostly inhibitors. AlphaScreen L3MBTL1–H3K9me1 peptide binding. AID 485360; note: nearly all actives have a fitted effect of over 60% in size
#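 L3MBTL1 50 nM + b-AHA-H3(1-15)K9me1 75 nM, 30 min RT; compound added, 30 min RT; streptavidin donor/Ni-chelate acceptor beads 10 ug/mL each final, 30 min RT dark; AlphaScreen read.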
# TR SRC2 fluor cs = counter-screen for TRb-SRC2 inhibitors: fluorescence interference; TRb/SRC2 Texas Red total fluorescence interference; Potency, µM (series often up to 106 µM), inactives show at the top dose fluorescence change, negative = quenching; 280,000 tested, 0.29% active; active = well fitted curve in either direction with a large enough effect; inconclusive = small, poorly fitted or top-dose-only effect
#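 Human TRβ ligand-binding domain (0.6 uM) and Texas Red SRC2 peptide (20 nM) in Tris buffer with 1 uM T3 and 5% DMSO were incubated with pinned compound for 5 hr at ambient temperature. Total fluorescence was computed as S + 2P (555/632 nm).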
# Tau fibril FP = inhibitors of human tau fibril formation | P10636 | K18 P301L tau heparin fibrillization, Alexa594 FP, 6 h | Potency, µM (doses to about 57.7 µM), inactives show at the highest dose activity, negative = inhibition, most hits filed as inhibitors | 280,000 tested, 0.39% active | AID 1468; note: nearly all actives have a fitted effect of over 55% in size
# Target sequence (P10636 561-689 P618L limits assumed): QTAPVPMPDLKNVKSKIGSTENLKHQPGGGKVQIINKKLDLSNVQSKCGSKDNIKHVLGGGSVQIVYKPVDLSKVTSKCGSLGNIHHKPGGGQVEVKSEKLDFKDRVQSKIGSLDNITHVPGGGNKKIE
#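 Human K18 P301L fragment (15 uM unlabeled plus 0.24 uM Alexa 594-labeled) in 100 mM sodium acetate pH 7 with compound, aggregation induced by 20 uM heparin for 6 hr at 37 C. ThT (30 uM) added for 1 hr, then Alexa 594 FP read.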
# TRb-SRC2 inh = TRbeta-SRC2 interaction inhibition. P10828. TRbeta-SRC2 peptide binding, fluorescence polarization; receptor liganded with 1 µM T3. Potency, µM (highest dose often 106 µM), for inactives: at the highest dose activity change, negative = inhibition, usual class: inhibitors. 280,000 tested, 0.065% active. AID 1469;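 note: plate controls were bound peptide for no effect and peptide without receptor for full effect; nearly all actives have a fitted effect of over 50% in size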
#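 Assay buffer: 20 mM Tris-HCl, 100 mM NaCl, 10% glycerol, 1 mM EDTA, 0.01% NP-40, 1 mM DTT, 1 uM T3, 5% DMSO; TRb LBD 0.6 uM, Texas Red SRC2 20 nM; FP after 5 hr.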
# RECQ1 helicase = inhibitors of human RECQ1 DNA helicase. 240,000 tested, 0.54% active. P46063. RECQ1 DNA unwinding, red fluorescence kinetic read. AID 2549. Potency, µM (series often up to 57.3 µM), without a hit: at the highest dose activity, negative = inhibition, usual class: inhibitors;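 note: plate controls were vehicle for no effect and no enzyme for full effect; nearly all actives have a fitted effect of over 30% in size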
# Target sequence (P46063 whole entry, looked up): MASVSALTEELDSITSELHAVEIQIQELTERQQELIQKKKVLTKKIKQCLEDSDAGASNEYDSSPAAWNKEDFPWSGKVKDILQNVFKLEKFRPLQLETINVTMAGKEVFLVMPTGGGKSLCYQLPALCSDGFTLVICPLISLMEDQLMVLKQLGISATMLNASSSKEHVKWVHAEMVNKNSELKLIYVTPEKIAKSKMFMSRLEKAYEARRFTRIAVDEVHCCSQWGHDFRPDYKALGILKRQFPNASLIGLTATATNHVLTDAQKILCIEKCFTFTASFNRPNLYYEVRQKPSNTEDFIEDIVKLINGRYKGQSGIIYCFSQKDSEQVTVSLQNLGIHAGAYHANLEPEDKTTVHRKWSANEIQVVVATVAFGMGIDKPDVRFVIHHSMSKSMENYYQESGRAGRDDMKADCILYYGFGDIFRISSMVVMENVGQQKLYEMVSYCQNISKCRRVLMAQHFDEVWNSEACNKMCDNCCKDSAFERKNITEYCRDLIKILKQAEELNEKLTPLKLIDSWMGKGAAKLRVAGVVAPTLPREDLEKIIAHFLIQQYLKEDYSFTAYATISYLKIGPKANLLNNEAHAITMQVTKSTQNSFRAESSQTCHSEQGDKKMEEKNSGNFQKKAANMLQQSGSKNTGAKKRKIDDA
#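 RECQ1T1 50 nM; forked duplex (20 bp + 30-nt ss tails) 200 nM, ATP 2 mM final; pH 8.0, 2 mM MgCl2, 2.5 ug/ml poly(dI-dC); 15 min compound preincubation; discontinuous kinetic read over 2 h at RT.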
# Tau ThT inhib = blocks human tau fibril formation measured by thioflavin T; recombinant tau K18 P301L (four-repeat tau fragment), heparin-induced fibrillization, ThT fluorescence; Potency, µM (titrated, usually from 57.4 µM), for inactives: at the highest dose activity, negative = inhibition, most hits filed as inhibitors; P10636; 270,000 tested, 2.1% active; note: nearly all actives have a fitted effect of over 55% in size
#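 K18 P301L tau (15 uM + 0.24 uM Alexa 594-tagged), heparin 20 uM, NaOAc pH 7, 6 h 37 C; ThT 30 uM, 1 h RT, ex 450/em 510 nm.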
# GoLoco inh red = blocks human Gai1 binding to RGS12 GoLoco peptide, red readout; P63096; Gai1:RGS12 GoLoco peptide FP, rhodamine, 10 min; Potency, µM (highest dose often 61.6 µM), without a hit: at the top dose activity, negative = inhibition, usual class: inhibitors; 230,000 tested, 0.44% active; active = well fitted inhibition curve with a large enough effect, not every such curve was filed as active; inactive = no such curve, though single readings can be large or run the other way; note: nearly all actives have a fitted effect of over 30% in size; many of its hits are not listed in these tables
# KDM4E inh = blocks human JMJD2E demethylase activity | Potency, µM (highest dose often 57.1 µM), without a hit: at the highest dose activity change, negative = inhibition, usual class: inhibitors | B2RXH2 | JMJD2E catalytic domain, FDH-coupled NADH fluorescence (FDH is formaldehyde dehydrogenase) | 230,000 tested, 1.6% active; active = well fitted inhibition curve with a large enough effect, not every such curve was filed as active; inconclusive = small, poorly fitted or top-dose-only effect, or another doubt; inactive = no such curve, though single readings can be large or run the other way;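 note: 0% = wells with enzyme and -100% = buffer wells without enzyme; nearly all actives have a fitted effect of over 50% in size; many of its hits are not listed in these tables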
# Target sequence (B2RXH2 1-337 limits assumed): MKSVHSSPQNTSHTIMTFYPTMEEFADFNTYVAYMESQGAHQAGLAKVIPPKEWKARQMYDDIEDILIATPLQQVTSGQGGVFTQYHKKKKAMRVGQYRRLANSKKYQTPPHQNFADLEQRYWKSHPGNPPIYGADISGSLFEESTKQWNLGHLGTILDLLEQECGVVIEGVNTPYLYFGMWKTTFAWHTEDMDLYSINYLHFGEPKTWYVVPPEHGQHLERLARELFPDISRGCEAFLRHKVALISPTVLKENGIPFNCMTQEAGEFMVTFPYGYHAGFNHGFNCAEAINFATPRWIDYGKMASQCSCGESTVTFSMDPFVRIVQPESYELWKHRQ
# Active calls of the source: *; i = inactive; ? = inconclusive; / = no result given; & = joins results of further samples; [ ] = remark or other dose. Unless noted, calls come from the whole dose curve; as a rule, active = well fitted curve in the direction sought with a large enough effect; inconclusive = small, poorly fitted or top-dose-only effect, or another doubt; inactive = no such curve, though single readings can be large; an effect the other way counts as inactive or inconclusive. Unless noted, % is set by controls: 0 for no effect and ±100 for the full control effect; potency is the fitted concentration of half-maximal effect. Not all compounds are listed; rates above refer to the full screens.
# Order of values: L3MBTL1 block, TR SRC2 fluor cs, Tau fibril FP, TRb-SRC2 inh, RECQ1 helicase, Tau ThT inhib, GoLoco inh red, KDM4E inh
- N#CC1=C(N)Oc2n[nH]c(-c3ccccc3)c2C1c1ccncc1 (configuration not stated)
  -3%, -3%, -1%, 1%, 9%, ?, 5%, -17%
- C[C@]12CC[C@@H](O)CC1CCC1C2CC[C@]2(C)C(=O)CC[C@@H]12 (some centres not stated)
  /, -3%, -5%, 5%, 1%, -17%, 9%, 1%
- CCC(=O)N1CC(=O)Nc2ccc(Br)cc2C1c1ccccc1 (configuration not stated)
  -10%, -3%, 2%, 3%, 11%, 0%, 5%, 6%
- Cc1noc(NS(=O)(=O)c2ccc(NC(=O)CCCOc3ccc(Cl)cc3Cl)cc2)c1C
  1%, -7%, 6%, -3%, i, ?, 7%, 6%
- O=C(N=Nc1c(O)[nH]c(=O)[nH]c1=O)C1COc2cc3ccccc3cc2O1 (configuration not stated)
  ?, 3%, ?, -18%, -1%, ?, 3%, ?
- N=c1c[n+](C2CCCCC2)[n-]o1
  /, -3%, -5%, 4%, -10%, 5%, 92%[activator], -3%
- C=CC(=O)OCC(C)C
  /, -1%, /, 6%, 4%, /, -11%, /
- O=C1NC(=O)N(CCNc2ncc(C(F)(F)F)cc2Cl)C(=O)C1/C=N/OCc1c(F)cccc1Cl (configuration not stated)
  -4%, 0%, -5%, -6%, ?, -4%, 10%, -1%
- COc1cc(N)c(Cl)cc1C(=O)NC1CN2CCC1CC2 (configuration not stated)
  /, 2%, -7%, 1%, i, -12%, -6%, -3%
- Fc1ccc(CN2CCN(c3ccc(Cl)cc3)CC2)cc1
  /, -1%, -6%, -2%, -6%, ?, 3%, -5%
- O=C(CSc1ncnc2c1nnn2-c1ccc(F)cc1)NCC1CCCO1 (configuration not stated)
  7%, 0%, 0%, 3%, -20%, ?, 2%, 0%
- O=C1NC(=O)C(CCc2ccncc2)(Cc2ccc3c(c2)OCO3)C(=O)N1CCc1ccccc1 (configuration not stated)
  /, 1%, 6%, -13%, i, -18%, 9%, -9%
- Cc1ccc(N=C(N(C)C)P(=O)(N(C)C)N(C)C)cc1
  5%, -1%, -1%, -14%, -7%, 5%, 4%, 0%
- Cn1nc(-c2ccc(C(=O)Nc3ccc(OC(F)(F)F)cc3)cc2)c2ccccc2c1=O
  /, -2%, ?, 2%, /, 12%, /, /
- Cc1cc(O)c(CN2CCN(c3ccccc3)CC2)cc1C
  /, -3%, -2%, -2%, -3%, -11%, 3%, 6%
- COc1ccc2c(c1)C13CCCCC1C(C2)N(C)CC3 (configuration not stated)
  /, -6%, 8%, 2%, 33%[activator], 1%, 9%, 0%
- O=c1c2ccccc2nc(-c2ccco2)n1-c1ccccn1
  8%, 1%, -3%, -2%, -11%, -5%, -7%, -1%
- CC(C)(C)n1c(O)c(C=Nc2ccc3c(c2)CCC3)c(=O)[nH]c1=O
  7%, -3%, -1%, -3%, -4%, -16%, 5%, 6%
- CCOC(=O)C1=C(C)N(C)C2(C)CC1c1ccccc1O2 (configuration not stated)
  4%, 2%, 7%, -4%, -3%, -6%, 69%[activator], 0%
- COc1ccc(C2SCC(=O)Nc3c2c(=O)[nH]n3C2CCCCCC2)cc1 (configuration not stated)
  -8%, -1%, -7%, 1%, -7%, -9%, -8%, 8%
- COc1ccc(Cl)cc1C(=O)C1CCCN(Cc2cnc(C)s2)C1 (configuration not stated)
  -10%, -2%, 5%[2.34 µM], -4%, i, -4%, 13%, -3%
- Cc1sc2nc(COC(=O)Cc3ccccc3)[nH]c(=O)c2c1C
  /, -3%, 3%, -10%, -12%, -7%, -1%, -1%
- O=C1NC(=O)N(CCC2=CCCCC2)C(=O)/C1=C/c1ccc(O)cc1
  -14%, 2%, ?, /, i, ?, 42%[activator], ?
- CCOP(=S)(OCC)Oc1cc(C)nc(C(C)C)n1
  /, -2%[201 µM], /, -4%[201 µM], -3%, /, -9%, /
- N#Cc1c(/N=C/c2ccc(O)cc2O)sc2c1C1CCN2CC1
  -7%, 0%, 0%, 8%, -9%, ?, -23%, ?
- Cc1cccc(OP(=O)(Oc2ccccc2)OC(c2ccccc2)C(F)(F)F)c1 (configuration not stated)
  171%[activator], -5%, -4%, -6%, -15%, -13%, -5%, -3%
- COc1ccc(Cc2c(O)[nH]c(=O)[nH]c2=O)c(OC)c1
  /, 1%, 2%, 6%, 0%, /, 8%, -4%
- O=C(Cc1ccccc1[N+](=O)[O-])N1CCN(Cc2ccc3c(c2)OCO3)CC1
  -10%, -1%, 0%, -3%, i, -10%, -2%, -8%
- O=C(C1CCC(=O)N1C1CCCCC1)N1CCC2(CC1)OCCO2 (configuration not stated)
  -11%, -3%, -1%, -18%, 0%, -13%, 3%, 1%
- Oc1ccc(C2NCc3ccccc3-n3cccc32)cc1Cl (configuration not stated)
  -5%&-28%, 1%&-2%, 11%&-2%, -6%&-2%, -14%&-16%, -16%&-3%, -5%&13%, -2%&-9%

# Four consecutive entries already listed:
# Order of values: L3MBTL1 block, TR SRC2 fluor cs, Tau fibril FP, TRb-SRC2 inh, RECQ1 helicase, Tau ThT inhib, GoLoco inh red, KDM4E inh
- COc1ccc2c(c1)C13CCCCC1C(C2)N(C)CC3 (configuration not stated)
  /, -6%, 8%, 2%, 33%[activator], 1%, 9%, 0%
- O=c1c2ccccc2nc(-c2ccco2)n1-c1ccccn1
  8%, 1%, -3%, -2%, -11%, -5%, -7%, -1%
- CC(C)(C)n1c(O)c(C=Nc2ccc3c(c2)CCC3)c(=O)[nH]c1=O
  7%, -3%, -1%, -3%, -4%, -16%, 5%, 6%
- CCOC(=O)C1=C(C)N(C)C2(C)CC1c1ccccc1O2 (configuration not stated)
  4%, 2%, 7%, -4%, -3%, -6%, 69%[activator], 0%

# The listing continues:
# Order of values: L3MBTL1 block, TR SRC2 fluor cs, Tau fibril FP, TRb-SRC2 inh, RECQ1 helicase, Tau ThT inhib, GoLoco inh red, KDM4E inh
- CCCCCn1c(NC(=O)c2ccco2)c(C(=O)OCC)c2nc3ccccc3nc21
  9%, 0%, ?, -20%, 6%, ?, 21%, ?
- Cc1ccc(N2CCN(CCc3ccccc3)CC2)cc1
  -4%, -1%, 11%, 1%, -6%, ?, 0%, -2%
- N#CC(C#N)=NNc1ccc(OC(F)(F)F)cc1
  /, -6%&-7%&-2%, ?, -7%&0%&0%, -20%&-6%&-27%, 7.9µM*, 3%&7%, -17%
- CC1(C)CN=C(Nc2ccc(F)c(Cl)c2)S1
  -3%, -2%, -6%, 3%, 3%, -4%, 3%, 4%
- Cc1nnc(NC(=O)c2cccn(Cc3cccc(Cl)c3)c2=O)s1
  /, 3%, -7%, -5%, /, 5%, /, /
- S=C(Nc1ccccc1)N1CCN(c2ccccn2)CC1
  3%, -1%, -3%, 4%, i, -11%, 14%, ?
- Cc1c2cnn(CC(=O)N3CCC4(CC3)OCCO4)c(=O)c2c(C)n1Cc1ccccc1
  /, 2%, 6%, 8%, -2%, 10%, 12%, ?
- O=C1CC2(CCCC2)CC(=O)N1CCCCN1CCN(c2ncccn2)CC1
  5%, 3%, -7%&0%&2%&3%, -3%, 1%, -6%&-3%&-8%&-6%, 9%, ?
- O=C(c1cccc2ccccc12)C1CCCN(Cc2ccon2)C1 (configuration not stated)
  /, -1%, -3%, -1%, -11%, /, -1%, -5%
- CCCCCc1nc2ccccc2c(=O)n1-c1ccc(Cl)cc1[N+](=O)[O-]
  3%, 4%, 10%, -23%, -18%, 0%, -7%, -1%
- Cc1nc2ccccc2c(=O)n1-c1ccc(C(=O)O)cc1
  /, 3%, -5%, 10%, 6%, -12%, 6%, -10%
- Cc1nc2c(-c3ccc(F)cc3)c(C)nn2c(C)c1CCC(=O)N1CCC2(CC1)OCCO2
  /, -6%, 5%, -1%, -2%, -10%, 10%, -3%
- CC(=O)Nc1cc(C(=O)N2CCC3(CC2)OCCO3)ccc1Sc1ccc(C)cc1
  -3%, 1%, -6%, -1%, -15%, -3%, 8%, 6%
- C/C=C/C=O
  /, 0%, /, 1%, -2%, /, -10%, /
- CCN1CCN(c2cn[nH]c(=O)c2Cl)CC1
  4%, 0%, 2%, -8%, i, 2%, -8%, -2%
- O[N+]1=CC=CCC1=S.On1ccccc1=S.[Zn]
  /, 0%, ?, 1%, i, ?, 0%, 2.5µM*
- O=C(Oc1ccc2cc(Br)ccc2c1)N1CCCCCC1
  59%[activator], 0%, 5%, -1%, -1%, ?, 2%, 6%
- NCC(N)C(=O)c1ccccc1 (configuration not stated)
  /, -2%, -9%, -4%, 1%, -14%, 1%, -20%
- Clc1ccccc1Cl
  /, 2%, /, 2%, -7%, /, 0%, /
- CCC(=NCCCN1CCOCC1)c1c(O)n(Cc2ccccc2)c(=O)[nH]c1=O
  -4%, -2%, 0%, 2%, -4%, -22%, 3%, -16%
- CCOc1ccc(CN(CCc2ccc3c(c2)OCO3)Cc2cc(OC)ccc2O)cc1
  /, 6%, 6%, 8%, /, -11%, /, /
- C[C@]12CCC3C(C=CC4=CC(=O)CC[C@]43C)C1CC[C@]2(O)CCC(=O)O (some centres not stated)
  /, 0%, 3%, 0%, 10%, -6%, -1%, -18%
- COC(=O)C1=C(N)Oc2cc(C)oc(=O)c2C12C(=O)Nc1ccccc12 (configuration not stated)
  5%, -5%, -12%, 4%, -5%, -13%, 3%, 7%
- CCOC(=O)CC1=C(C(=O)OCC)C2(C(=O)N1CC(=O)OC)C(C#N)=C(N)Oc1ccccc12 (configuration not stated)
  2%, -3%, -4%, -2%, 0%, -11%, 4%, -2%
- Cc1ccc(-n2c(O)c(C=NC3CCCC3)c(=O)[nH]c2=O)c(C)c1
  12%, -1%, 10%, 1%, -11%, 3%, 5%, 6%
- O=C(C1CCN(S(=O)(=O)N2CCOCC2)CC1)N1CCC2(CC1)OCCO2
  39%[activator], -7%, 3%, -7%, -6%, -5%, -10%, -3%
- CN1C(=O)COc2c(C(=O)N[C@@H]3CN4CCC3CC4)cc(Cl)cc21
  /, 0%, -3%, 2%, i, -6%, 1%, 4%
- Cc1ccc(-n2nc(C)c3c2NC(=O)CSC3c2ccc(O)cc2)cc1Cl (configuration not stated)
  /, -1%, ?, -4%, /, ?, /, /
